# Screens: PubChem, Johns Hopkins Ion Channel Center
# KCNQ2 inh – KCNQ2 potassium channel inhibitors, primary screen, cell-based, CHO-K1, FluxOR thallium flux, B-score (AID 2156); 310,000 tested, 1.1% active; B-score at 10 µM; 20 min; hits give low values;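 active = fluorescence ratio B-score at most minus 3 library SDs, with starting brightness B-score within 2 library SDs, cut at about -5.5 in these data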
# Target sequence (O88943 whole entry, looked up): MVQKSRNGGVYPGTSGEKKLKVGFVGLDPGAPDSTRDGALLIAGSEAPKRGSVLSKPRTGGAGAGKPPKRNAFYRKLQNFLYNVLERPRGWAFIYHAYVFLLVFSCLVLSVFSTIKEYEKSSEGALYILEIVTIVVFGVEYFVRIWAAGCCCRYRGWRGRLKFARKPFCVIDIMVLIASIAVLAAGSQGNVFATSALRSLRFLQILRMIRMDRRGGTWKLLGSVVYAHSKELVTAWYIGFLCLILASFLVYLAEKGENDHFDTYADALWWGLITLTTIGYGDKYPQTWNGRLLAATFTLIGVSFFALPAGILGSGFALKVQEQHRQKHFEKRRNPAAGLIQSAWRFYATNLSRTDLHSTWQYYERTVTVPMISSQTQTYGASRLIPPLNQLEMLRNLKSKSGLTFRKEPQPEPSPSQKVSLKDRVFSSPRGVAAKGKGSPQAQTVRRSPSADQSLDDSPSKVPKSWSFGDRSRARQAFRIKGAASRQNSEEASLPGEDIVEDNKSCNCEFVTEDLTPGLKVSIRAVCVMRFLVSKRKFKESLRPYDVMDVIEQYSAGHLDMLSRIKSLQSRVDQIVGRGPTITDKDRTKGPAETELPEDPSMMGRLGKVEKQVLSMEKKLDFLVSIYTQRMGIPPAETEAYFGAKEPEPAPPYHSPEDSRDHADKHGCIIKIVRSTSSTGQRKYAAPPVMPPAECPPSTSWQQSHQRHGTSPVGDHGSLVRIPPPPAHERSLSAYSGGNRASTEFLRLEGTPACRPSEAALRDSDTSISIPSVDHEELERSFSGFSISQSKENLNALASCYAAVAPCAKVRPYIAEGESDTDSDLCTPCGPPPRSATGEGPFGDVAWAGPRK
# Kir21 block – inhibitors of mouse Kir2.1 inward-rectifier potassium channel | Inward rectifier potassium channel 2 (Mus musculus), P35561 | HEK293-Kir2.1, FluxOR thallium flux fluorescence; hits give low values | B-score at 10 µM | 310,000 tested, 0.85% active | AID 1672, 2009;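 active = fluorescence ratio B-score at or below minus 3 SD of library scores, with starting-brightness B-score within 2 SD, cut at about -4.2 in these data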;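 note: channel flux triggered by added potassium and thallium sulfate stimulus; B-score of peak minus minimum fluorescence over baseline after thallium stimulus; more negative B-score means stronger Kir2.1 block with less thallium influx; some compounds called inactive have numbers as strong as hits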
# * hit, by the source's call; i = inactive.
KCNQ2 inh	Kir21 block	Structure
i	0.4	CCOc1ccc(NC2=NC(C)(C)N=C(N)N2)cc1
i	-0.01	COCCCn1c(CCC(=O)O)ccc1-c1cccs1
i	0.8	COc1ccc(-c2noc(CNC(=O)c3ccoc3C)n2)cc1
i	0.08	Cc1cc(C)cc(C(=O)NCc2ccc3c(c2)OCO3)c1
i	-1.78	Cc1nn(Cc2cccc(C(=O)Nn3cc([N+](=O)[O-])cn3)c2)c(C)c1[N+](=O)[O-]
i	-0.67	O=c1c(-c2ccccc2)c(O)c2cccc3c2n1CCC3
i	0.73	N#C/C(=C\c1ccncc1)C(N)=O
i	0.3	COc1ccc(CCNC(=O)CCNC(=O)N2CC(=O)Nc3ccccc32)cc1OC
i	0.59	CCCCOCC(O)Cn1c(C)nc2ccccc21 (stereo unspecified)
i	2.22	Cc1ccccc1NC(=O)COc1ccc(S(=O)(=O)N2CCCC2)cc1C
i	-1.34	O=C(O)C(F)(F)C(NCc1ccccc1)c1ccccc1 (stereo unspecified)
i	-2.59	CN1CCN(C(=O)/C(=C/c2cccs2)NC(=O)c2cccs2)CC1
i	1.04	CSCCC(NS(=O)(=O)c1ccc2c(c1)Cc1cc(S(=O)(=O)NC(CCSC)C(=O)O)ccc1-2)C(=O)O (stereo unspecified)
i	0.52	CN(C(=O)COn1nnc2ccc(S(=O)(=O)N3CCOCC3)cc21)c1ccccc1
i	-3.07	CC(C)(C)SCCNS(=O)(=O)c1ccc2ccccc2c1
i	0.83	CSc1nc(C2CC2)cc(-c2cccs2)c1C#N
i	1.91	Cn1nc(C(=O)NCc2ccccc2)c2ccccc2c1=O
i	0.43	COc1ccc(NC(=S)NN2CCOCC2)cc1OC
i	0	COc1ccc(S(=O)(=O)NCc2ccc(C(=O)O)cc2)cc1
i	0.84	COc1ccc(C(=O)NCCn2nc(C)cc2C)cc1OC1CCN(C(C)=O)CC1

# 6 entries from above in another layout.
smiles	KCNQ2 inh	Kir21 block
COc1ccc(CCNC(=O)CCNC(=O)N2CC(=O)Nc3ccccc32)cc1OC	i	0.3
CCCCOCC(O)Cn1c(C)nc2ccccc21 (stereo unspecified)	i	0.59
Cc1ccccc1NC(=O)COc1ccc(S(=O)(=O)N2CCCC2)cc1C	i	2.22
O=C(O)C(F)(F)C(NCc1ccccc1)c1ccccc1 (stereo unspecified)	i	-1.34
CN1CCN(C(=O)/C(=C/c2cccs2)NC(=O)c2cccs2)CC1	i	-2.59
CSCCC(NS(=O)(=O)c1ccc2c(c1)Cc1cc(S(=O)(=O)NC(CCSC)C(=O)O)ccc1-2)C(=O)O (stereo unspecified)	i	1.04

# Entries shown so far that have a cyano group (two):
KCNQ2 inh	Kir21 block	Structure
i	0.73	N#C/C(=C\c1ccncc1)C(N)=O
i	0.83	CSc1nc(C2CC2)cc(-c2cccs2)c1C#N

# Next section.
KCNQ2 inh	Kir21 block	Structure
i	0.59	Cc1ccc(C2=Nc3ccccc3N=C(c3ccc([N+](=O)[O-])cc3)C2)c(O)c1
i	-0.07	CCC1CCCCN1C(=S)NCc1ccccc1 (stereo unspecified)
i	-0.03	CCCNS(=O)(=O)c1ccc(OCC(=O)Nc2ccc3c(c2)OCCO3)cc1
i	-0.5	CC[C@H](C)NC(=O)c1ccc(Cn2c(=S)[nH]c3c([nH]c4ccc(OC)cc43)c2=O)cc1
i	0	CN1C(=O)Cc2cc(S(=O)(=O)NCCc3ccccc3)ccc21
i	0.61	CCn1c(SCC(=O)OC)nnc1-c1ccc(C)cc1
i	1.89	O=c1[nH]c(=O)n(C2CCCO2)cc1F (stereo unspecified)
i	0.24	CC(CCc1ccccc1)NC(=O)CN1CCSc2ccccc21 (stereo unspecified)
i	3.21	O=C(O)CNC(=O)/C(=C\c1ccco1)NC(=O)c1ccco1
i	-0.12	O=c1oc2ccccc2c(Cl)c1CN1CCCCC1
i	1.37	CC(Cc1ccccc1)NC(=O)c1cc2ccccc2o1 (stereo unspecified)
i	-0.53	O=C(CSc1ccc2ccccc2c1Br)Nc1cccc(S(=O)(=O)NC2=NCCCCC2)c1
i	-0.16	O=C(O)c1ccc(C(=O)c2ccc3c(c2)C(=O)N(CC2CCCO2)C3=O)cc1 (stereo unspecified)
i	-1.51	Cc1cccc(C)c1NC(=S)N(CCc1ccncc1)C(C)C
i	1.46	Cc1ccc(-n2nc3c(=O)n(CCCC(=O)NCc4ccc(F)cc4)nc(C)c3c2C)cc1
i	-0.04	O=C(NCCc1ccccc1)c1ccc(Cl)cc1[N+](=O)[O-]
i	-0.67	CCN1CCN(Cc2ccc(NC(=O)c3cc(NC(=O)c4cc(-c5ccc(OC)cc5)n[nH]4)cc(OC)c3)cc2C(F)(F)F)CC1
i	1.38	Cc1ccc(CSCC2Nc3ccc(C(=O)N4CCN(c5ccc(F)cc5)CC4)cc3NC2=O)cc1 (stereo unspecified)
i	-0.21	COc1nc(NC(C)(C)C)nc(Oc2ccc(=O)n(C)n2)n1
i	1.79	O=C(O)C1CCN(C(=O)CSc2nc3cc(Cl)ccc3c(=O)n2Cc2ccccc2)CC1
i	1.24	Cc1ccc2nc(-c3ccccn3)cc(C(=O)Nc3ccc4c(c3)OCO4)c2c1
i	1.74	O=C(CSc1ccc2nnc(-c3cccnc3)n2n1)Nc1ccc(F)cc1F
i	-0.03	CCCCNCc1ccc(SC)cc1
i	-0.12	Cc1ccccc1NC(=S)N1CCC(NC(=O)c2ccco2)CC1
i	0.02	Cc1ccc2cccc(NC(=S)NC(=O)c3ccnn3C)c2n1
i	-0.5	C=CCNC(=O)/C(C#N)=C\c1cc(Cl)c(OCC)c(OC)c1
i	0.87	COc1cc(NC(=O)CSc2nnnn2-c2ccccc2)cc(OC)c1OC
i	0.66	COc1cc2c(=O)n(CCC(=O)NCC3CCCO3)c(=O)n(CC(=O)c3ccc(Cl)cc3)c2cc1OC (stereo unspecified)
-8.09*	-1.13	COc1ccc(CCNC(=O)c2ccc3c(c2)N(Cc2ccc(F)cc2)CCS3)c(OC)c1
i	0.43	Cc1ccc(NC(=O)N2CCCC2C(=O)NCC2CCCO2)cc1 (stereo unspecified)
i	0.42	CCOC(=O)Cc1cc(=O)[nH]c(/N=C(\N)Nc2ccc(OC)cc2)n1
i	0.93	O=C(Nc1ccc2[nH]c3c(c2c1)CCCC3)c1ccco1
i	-5.68*	O=C(CCl)c1ccc2c(c1)CCN2C(=O)C1CC1
i	1.68	O=C(COc1ccc(/C=N/NC(=O)C(=O)N2CCCCC2)cc1)Nc1ccccc1Cl
i	-2.39	CSc1ncccc1C(=O)N(C)CC(=O)Nc1ccc(Cl)cc1
i	-0.42	COCc1c(C(=O)N/N=C(\C)c2ccc(Cl)s2)nnn1-c1nonc1N
i	-0.36	CCCCN(CC(=O)Nc1c(C)cccc1CC)C(=O)SCC
i	0.92	Cc1oc(-c2ccccc2)nc1CC(=O)O
i	0.11	CC(=O)Nc1nc(C)c(CCCOc2ccc([N+](=O)[O-])cc2)c(=O)[nH]1
i	2.11	O=C(Nc1ccccc1)N1CCN(S(=O)(=O)c2ccccc2)CC1
i	1.19	CCOC(CNC(=O)Cn1nc(C)c2ccccc21)OCC
i	-0.21	CC1=C/C(=N\NC(=O)c2cccs2)CC(C)(C)C1
i	0.42	COc1ccc(C(=O)N/N=C/c2ccc(OC)c(COc3ccccc3)c2)cc1
i	0.06	COc1cc(OC)cc(C(=O)N[C@H](C(=O)OCC(=O)c2ccc(F)cc2)C(C)C)c1
i	1.02	CCCNC(=O)NC(=O)CSc1nncs1
i	-1.38	C=CCn1c(SCc2ccc(C(=O)OC)cc2)nnc1-c1sc(N)nc1C
i	-0.18	CCOc1cc(C(=O)NCc2ccccc2)ccc1OCC(=O)N1CCOCC1
i	-0.08	CCOC(=O)c1sc(N)c(C(=O)OC)c1C
i	-0.02	O=C(N/N=C/c1ccc(O)cc1)c1cc(C2CC2)[nH]n1
i	1.05	COc1ccc(/C=N/NC(=O)c2c(-c3ccccc3)noc2C)cc1[N+](=O)[O-]
i	-3.81	O=S(=O)(C=C(c1ccccc1)c1ccccc1)c1ccccc1
i	0	Cc1cc(C)n(C2CC(=O)N(c3ccc(C)c(Cl)c3)C2=O)n1 (stereo unspecified)
i	-0.81	Brc1ccccc1/C=N/Nc1ccccn1
i	-1.73	O=C(NCCCN1CCOCC1)c1cccnc1
i	1.05	Cc1ccc(NC(=O)[C@H](Cc2ccccc2)NC(=O)[C@@H]2Cc3ccccc3CN2)c(C)c1
i	1.93	CC(=O)Nc1c(C)cc(S(C)(=O)=O)cc1C
i	0.13	Oc1c(C(Nc2cccc(C(F)(F)F)c2)c2cccnc2)ccc2cccnc12 (stereo unspecified)
i	-0.89	Cc1ccc(CC(NC(=O)c2ccccc2)C(=O)NC(Cc2ccccc2)C(=O)O)cc1 (stereo unspecified)
i	0.77	CNC(=S)Nc1cccc(Cl)c1C
i	-0.78	O=S(=O)(c1ccc(S(=O)(=O)N(Cc2ccco2)Cc2ccccc2Cl)cc1)N1CCCC1

# Look-ups from the entries so far:
# CCOC(=O)c1sc(N)c(C(=O)OC)c1C @ Kir21 block: -0.08
# Brc1ccccc1/C=N/Nc1ccccn1 @ Kir21 block: -0.81
# Cc1ccc(NC(=O)[C@H](Cc2ccccc2)NC(=O)[C@@H]2Cc3ccccc3CN2)c(C)c1 @ Kir21 block: 1.05
# COc1ccc(C(=O)N/N=C/c2ccc(OC)c(COc3ccccc3)c2)cc1 @ Kir21 block: 0.42

# Next part.
KCNQ2 inh	Kir21 block	Structure
i	-0.02	Cn1c(SCC(=O)N2CCOCC2)nnc1-c1ccco1
i	0.44	COc1ccc(OC)c(S(=O)(=O)N(C)CC(=O)N2CCOCC2)c1
i	0.02	CCOc1ccc(NC(=O)CN(C)C(=O)C2CCN(c3ncnc4sc(C)c(C)c34)CC2)cc1OCC
i	-0.93	CC1CCCN(Cc2cccc(Oc3ccccc3)c2)C1 (stereo unspecified)
i	1.18	Cc1ccc(C(C(=O)NCc2ccc(F)cc2)N(C(=O)c2csnn2)C2CC2)cc1 (stereo unspecified)
i	0.22	C[C@H](NC(=O)c1[nH]cnc1C(=O)Nc1ccc(Cl)cc1)C(=O)OC(C)(C)C
i	-0.42	CCN1C(=O)S/C(=C/c2ccsc2)C1=O
i	-1.5	Cn1c(=O)c2c(nc(N3CCCC3)n2C)n(C)c1=O
i	-1.24	CN(C)S(=O)(=O)c1ccc(C(=O)NNc2nc(-c3ccccc3)c3cc(Br)ccc3n2)cc1
i	-0.99	CCOC(=O)C1(Cc2cccc(OC)c2)CCCN(C(=O)c2cc(C)oc2C)C1 (stereo unspecified)
i	-3.03	Cc1ccc(OCCCn2c(CO)nc3ccccc32)cc1
i	0.29	Cc1ccc2nc3ccc(N4CCN(C)CC4)nn3c(=O)c2c1
i	0	COc1ccc(NC(=O)c2cc3c(COC(C)=O)cnc(C)c3oc2=Nc2cccc(C(=O)O)c2)c(OC)c1
i	-0.66	COCCN1C(=S)NC(c2cccc(C(F)(F)F)c2)C(C(=O)N2CCOCC2)=C1C (stereo unspecified)
i	1.67	Cc1cc(NS(=O)(=O)c2ccc(C3CCCCC3)cc2)no1
i	-0.72	Cc1cc(-n2cnc(-c3cn[nH]c3C)n2)no1
i	-0.31	CC1=CC(=O)OC1Cc1ccncc1 (stereo unspecified)
i	-0.19	Cc1cccc(C)c1OCC(=O)NNC(=O)c1ccoc1C
i	0.64	CCCOc1ccc(Cl)cc1CNc1ccccc1
i	0.61	CCCC(C(=O)NCC1CCCO1)N(Cc1ccco1)C(=O)CNS(=O)(=O)c1ccccc1 (stereo unspecified)

# Kir21 block, entries above that show a hit
KCNQ2 inh	Kir21 block	Structure
i	-5.68*	O=C(CCl)c1ccc2c(c1)CCN2C(=O)C1CC1

# The list goes on.
KCNQ2 inh	Kir21 block	Structure
i	0.1	O=C(O)c1ccccc1C(=O)Nc1ccc(S(=O)(=O)NC2CCCCC2)cc1
i	-0.47	CCOc1ccc2nc(NC(=O)CS(=O)(=O)c3ccccc3)sc2c1
i	0.63	Cc1ccc(NC(=O)CSc2ncccn2)c([N+](=O)[O-])c1
i	1.45	NC(=O)[C@@H]1CC2(CC(c3cccc(NC(=O)COc4ccc(Cl)cc4)c3)=NO2)CN1C(=O)c1ccccc1 (stereo partly specified)
i	-2.79	Cc1cccn(Cc2c(F)cccc2Cl)c1=O
i	-0.11	O=C(CSc1n[nH]c(=O)[nH]c1=O)Nc1ccc(C(=O)O)cc1
i	-0.4	CN(C(=O)CCN1C(=O)C2C3C=CC(C3)C2C1=O)c1ccccc1 (stereo unspecified)
i	2.07	O=C(c1ccco1)N1CCCC(c2nc3c(nnn3Cc3ccc(F)cc3)c(=O)[nH]2)C1 (stereo unspecified)
i	-0.56	O=C(NC1CC1)c1ccc2c(c1)C1C3CCC(C3)C1C(c1ccccc1)N2 (stereo unspecified)
i	0.02	CCOc1ccc(/C(CCC(=O)O)=N/NC(=S)NCCc2ccccc2)cc1
i	-2.3	CC(OC(=O)CN1C(=O)c2ccccc2C1=O)C(=O)NC1CCCCC1 (stereo unspecified)
i	0.04	O=C(NCc1ccc(Cl)cc1Cl)c1ccc2nc[nH]c2c1
i	2.79	COCCNc1ccc([N+](=O)[O-])cc1C(=O)Nc1cccc(C)n1
i	-0.34	CN(C)/C=C1\C(=O)Oc2ccccc2C1=O
i	0.44	COc1ccc(C)cc1Nc1nc(-c2ccccc2O)nc2ccccc12
i	1.84	CCN(CC)c1nc2c3c(nc4c(c3c1C#N)CC(=O)N4c1ccc(Cl)cc1)NC(C)=N2
i	-1.6	Cc1cc2cc3c(cc2nc1SCC(=O)Nc1ccccc1)CCC3
i	-0.26	NC(=S)NNc1ccc(Cl)c(Cl)c1
i	-1.45	Cc1ccc(NC(=O)c2ccccc2OCC(=O)Nc2cccc(Cl)c2C)nc1
i	0.82	CC(=O)Nc1nc(C)c(Oc2ccccc2)c(=O)[nH]1
i	-0.88	CCOc1ccccc1N(CC(=O)NCc1ccco1)C(=O)CCC(=O)Nc1nccs1
